High-throughput results: PubChem BioAssay, several laboratories
14-3-3 Bad PPI: inhibitors of 14-3-3 zeta/Bad binding, primary screen, biochemical, TR-FRET, bovine 14-3-3 zeta | TR-FRET 14-3-3zeta/Dy647-pBad peptide displacement, 1 h | AID 781, 2007 | 14-3-3 protein zeta/delta (Bos taurus), P63103 | inhibition, % at 21.7 µM | 220,000 tested, 0.71% active;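 active means inhibition above about 70%, limit read from the data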;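 further: 0% = full 14-3-3 plus peptide FRET controls and 100% = background without 14-3-3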
Target sequence (P63103 whole entry, looked up): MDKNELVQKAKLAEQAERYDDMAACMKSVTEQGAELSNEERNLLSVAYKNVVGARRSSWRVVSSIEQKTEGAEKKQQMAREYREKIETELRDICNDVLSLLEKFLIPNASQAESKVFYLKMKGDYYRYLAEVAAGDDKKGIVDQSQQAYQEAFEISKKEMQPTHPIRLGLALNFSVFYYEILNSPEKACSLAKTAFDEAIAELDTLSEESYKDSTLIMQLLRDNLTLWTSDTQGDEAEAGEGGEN
Runt-CBFb FRET: inhibitors of RUNX1 Runt–CBFb binding, primary screen, biochemical, FRET, Cerulean-Runt, Venus-CBFb, uHTS | Runt-related transcription factor 1 (Homo sapiens) + Core-binding factor subunit beta … | Cerulean-Runt/Venus-CBFb FRET ratio 530/480, 1 h | inhibition, % at 20 µM | 220,000 tested, 0.46% active;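 active means inhibition over about 50% at 20 µM in the single-dose screen, limit read from the data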;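 further: 0% = DMSO wells and 100% = excess unlabeled CBFb competitor control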
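Measured by: fluorescence energy transfer, 422 nm excitation, 530/480 nm emission; Assay system: Cerulean-Runt domain; Medium: Tris pH 7.5 buffer with BSA; Measure: loss of energy transfer signal; Controls: 5 µM unlabeled CBFb as full-inhibition high control; Incubation: protein complex preformed 1 h, compound exposure 1 h, room temperature, dark.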
Runt-SMMHC FRET: inhibitors of RUNX1 Runt–CBFb-SMMHC binding, primary screen, biochemical, FRET, Cerulean-Runt, Venus-CBFb-SMMHC, uHTS; Runt-related transcription factor 1 (Homo sapiens) + Core-binding factor subunit beta …; Cerulean-Runt/Venus-CBFb-SMMHC FRET ratio 530/480, 1 h; inhibition, % at 20 µM; 220,000 tested, 0.74% active; AID 1434, 2008;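 active means mean inhibition across duplicate retests at 20 µM reaching about 50%, limit read from the data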;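 further: 0% = DMSO wells and 100% = wells with excess untagged CBFb-SMMHC; inhibitors lower the FRET ratio by blocking Runt binding to CBFb-SMMHC; some results filed as inactive read as strong as hits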
FXIIa inh: human FXIIa protease inhibitors, primary screen, biochemical, 1536-well; Coagulation factor XII (Homo sapiens), P00748; purified FXIIa, Boc-QGR-AMC fluorogenic substrate, 2 h; inhibition, % at 5 µM; 220,000 tested, 0.3% active; in the data active means inhibition above about 40%;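 further: 0% = enzyme with no compound and 100% = blank without enzyme; many of its hits are not listed in these tables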
Hck-Nef inh: inhibitors of Nef-activated human Hck kinase, primary screen, biochemical, Z-Lyte FRET, 384-well, Hck-YEEI; Tyrosine-protein kinase HCK (Homo sapiens), P08631; Recombinant Hck-YEEI plus Nef, Z-Lyte FRET kinase assay; inhibition, % at 20 µM; 220,000 tested, 0.68% active;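 active means Hck-Nef kinase inhibition above about 50%, limit read from the data; inactive means inhibition below that limit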;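 further: 0% = DMSO with Hck plus Nef and 100% = Hck alone without Nef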
Target sequence (P08631 whole entry, looked up): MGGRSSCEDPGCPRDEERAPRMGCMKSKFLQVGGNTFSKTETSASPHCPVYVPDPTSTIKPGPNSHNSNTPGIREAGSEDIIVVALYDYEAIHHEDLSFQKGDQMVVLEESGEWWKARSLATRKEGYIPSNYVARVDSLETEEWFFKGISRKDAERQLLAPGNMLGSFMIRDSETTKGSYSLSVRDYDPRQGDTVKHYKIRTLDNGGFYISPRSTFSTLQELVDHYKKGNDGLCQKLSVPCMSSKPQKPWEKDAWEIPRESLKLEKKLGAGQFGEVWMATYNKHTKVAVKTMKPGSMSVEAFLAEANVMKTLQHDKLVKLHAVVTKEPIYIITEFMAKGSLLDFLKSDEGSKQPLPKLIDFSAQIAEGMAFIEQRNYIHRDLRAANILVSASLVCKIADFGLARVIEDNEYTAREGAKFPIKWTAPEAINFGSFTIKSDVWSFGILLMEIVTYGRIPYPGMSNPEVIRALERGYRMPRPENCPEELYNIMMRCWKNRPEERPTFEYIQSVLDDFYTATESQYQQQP
Thrombin inh: human alpha-thrombin inhibitors, primary screen, counter-screen for coagulation protease inhibitor project, biochemical, 1536-well, fluorogenic AMC substrate; Prothrombin (Homo sapiens), P00734; Boc-VPR-AMC fluorogenic substrate cleavage; inhibition, % at 5 µM; 220,000 tested, 0.26% active; AID 1046, 2008;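 active means inhibition at or above 40%; inactive means inhibition below 40%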;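 further: 0% = enzyme with no compound and 100% = wells without enzyme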
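Material: human alpha-thrombin enzyme / Medium: pH 7.5 Tris (50 mM) with NaCl 150 mM, Tween 20 0.05% / Compound: single-point dosing at 5 µM, 0.2% DMSO / Incubation: enzyme reaction carried out at room temperature / Detection: AMC fluorescence, 355/460 nm / Read-out basis: percent inhibition scaled between no-compound controls and no-enzyme blanks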
KLK5 inh: human KLK5 protease inhibitors, primary screen, biochemical, 1536-well; Kallikrein-5 (Homo sapiens), Q9Y337; recombinant hK5, fluorogenic AMC substrate cleavage; inhibition, % at 5 µM; 210,000 tested, 0.59% active; AID 873, 2007;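 active means inhibition of 40% or more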;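 further: 0% = enzyme controls without compound and 100% = no-enzyme blanks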
Target sequence (Q9Y337 67-293 limits assumed): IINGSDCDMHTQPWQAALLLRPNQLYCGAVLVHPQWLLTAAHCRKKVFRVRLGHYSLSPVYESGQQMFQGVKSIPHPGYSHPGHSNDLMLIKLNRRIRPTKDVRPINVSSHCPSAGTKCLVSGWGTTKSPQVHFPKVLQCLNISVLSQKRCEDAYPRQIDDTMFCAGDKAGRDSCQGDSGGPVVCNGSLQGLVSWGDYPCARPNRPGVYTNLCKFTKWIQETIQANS
FXIa inh: human FXIa protease inhibitors, primary screen, biochemical, 1536-well; inhibition, % at 5 µM; 220,000 tested, 0.14% active; purified FXIa, Boc-Glu-Ala-Arg-AMC fluorogenic substrate; Coagulation factor XI (Homo sapiens), P03951;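 active means inhibition of at least 40%; inactive means inhibition below 40%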;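 further: fluorescence of freed AMC excited at 355 nm; 0% = enzyme without compound and 100% = no enzyme blank; many of its hits are not listed in these tables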
Wee1 stabilizer: Wee1 degradation inhibitors, primary screen, cell-based, HeLa, Wee1K328M-luciferase, luminescence; HeLa Luc-Wee1K328M stability; 100% = proteasome inhibitor MG132 effect; reporter increase, % at 5 µM; 220,000 tested, 1.2% active; AID 1321, 2008;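 active means activation above the mean of all tested compounds plus 3 SD, set per screening run, cut at about 8.8% in these data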;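 further: cells exposed to compound for 20 h before luminescence read; 0% = DMSO alone and 100% = MG132 at 30 µM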
Numbers without * were called inactive; . = not tested or not shown; [ ] = another dose, or the depositor's remark.

SMILES	14-3-3 Bad PPI	Runt-CBFb FRET	Runt-SMMHC FRET	FXIIa inh	Hck-Nef inh	Thrombin inh	KLK5 inh	FXIa inh	Wee1 stabilizer
CCOC(=O)c1nc(C)sc1-c1ccnn1S(=O)(=O)c1cccc(Cl)c1	-1	-2	-8	5	13	-4	1	3	1
CNC(=O)CSc1nnnn1CCCOC	5	1	-4	12	0	4	-13	3	1
COc1ccccc1CNC(=O)c1cccc(C)c1[N+](=O)[O-]	-4[fluorescence artefact?]	1	0	6	1	-7	2	2	-2
COc1ccc(Br)cc1CN(C)C(C)C(=O)Nc1cccc(C(C)=O)c1 (stereo not given)	-1	0	-4	-1	-4	0	-18	-4	8
CCc1nnc(NC(=O)c2ccc(S(=O)(=O)NC3CCCCC3)cc2)s1	3	0	0	16	0	3	-5	4	-2
COCCn1c(SCCCc2ccccc2)nc2c1c(=O)[nH]c(=O)n2C	7	-1	-1	5	-4	2	-3	1	4
O=C(COC(=O)/C=C/c1cccs1)Nc1cccc(S(=O)(=O)N2CCOCC2)c1	-1	-1	2	10	18	9	18	1	-2
O=[N+]([O-])c1ccc(S(=O)(=O)CC(CN2CCCCC2)N2CCCCC2)cc1 (stereo not given)	3	-1	-1	3	-21	-9	-4	-4	-2
COC(=O)n1c(=O)oc2cc(S(=O)(=O)N3CCOCC3)ccc21	-12	0	3	2	-1	-3	4	-7	-1
O=C(CSCc1cc(=O)[nH][nH]1)Nc1ccc(F)cc1	-10	1	-1	4	-1	-3	.	-1	8
NC(=O)C1CCN(C(=O)C23CC4CC(CC(C4)C2)C3)CC1	14	-3	4	5	0	-7	-6	-2	-1
Cc1cc(C(=O)N/N=C/c2ccc(C)o2)c2ccccc2n1	-12	0	2	6	9	-2	-12	5	7
COC(C(=O)Nc1ccc(S(=O)(=O)Nc2ccc(C)c(C)c2)cc1)c1ccccc1 (stereo not given)	-11[fluorescence artefact?]	2	2	10	4	-8	-16	4	-3
NC(=O)C1(N2CCCCC2)CCN(Cc2ccc(Br)cc2)CC1	-3	1	0	6	-4	-5	1	2	-3
O=C(NC(=S)NC1CCSC1=O)c1cccs1 (stereo not given)	-4	1	4	13	4	-2	-10	11	-2
COc1ccc(C(=O)NCC(=O)n2nc(C)cc2C)cc1OC	17	-2	-2	8	6	-4	-8	-2	0
COCCNC(=O)Cn1cc(/C=N/NC(=O)c2ccc(Oc3ccc(O)cc3)cc2)c2ccccc21	-16	-2	0	8	25	1	-6	3	0
CCCc1ncc(C(=O)c2ccc(OC)cc2)n1C	4	-3	2	5	12	-9	-6	-3	0
Cc1nc(C#N)c(N/N=C/c2c(F)cccc2Cl)o1	-1	-1	-2	19	-4	2	-8	13	1
CCOC(=O)CSc1nnc(-c2ccc(OC)cc2OC)o1	-10	0	-7	16	7	1	-6	1	1

Arranged by molar mass (smallest number first): part of the list above.
SMILES	14-3-3 Bad PPI	Runt-CBFb FRET	Runt-SMMHC FRET	FXIIa inh	Hck-Nef inh	Thrombin inh	KLK5 inh	FXIa inh	Wee1 stabilizer
CNC(=O)CSc1nnnn1CCCOC	5	1	-4	12	0	4	-13	3	1
Cc1nc(C#N)c(N/N=C/c2c(F)cccc2Cl)o1	-1	-1	-2	19	-4	2	-8	13	1
O=C(CSCc1cc(=O)[nH][nH]1)Nc1ccc(F)cc1	-10	1	-1	4	-1	-3	.	-1	8
O=C(NC(=S)NC1CCSC1=O)c1cccs1 (stereo not given)	-4	1	4	13	4	-2	-10	11	-2
Cc1cc(C(=O)N/N=C/c2ccc(C)o2)c2ccccc2n1	-12	0	2	6	9	-2	-12	5	7
CCOC(=O)CSc1nnc(-c2ccc(OC)cc2OC)o1	-10	0	-7	16	7	1	-6	1	1
COC(=O)n1c(=O)oc2cc(S(=O)(=O)N3CCOCC3)ccc21	-12	0	3	2	-1	-3	4	-7	-1
NC(=O)C1(N2CCCCC2)CCN(Cc2ccc(Br)cc2)CC1	-3	1	0	6	-4	-5	1	2	-3
CCc1nnc(NC(=O)c2ccc(S(=O)(=O)NC3CCCCC3)cc2)s1	3	0	0	16	0	3	-5	4	-2
O=[N+]([O-])c1ccc(S(=O)(=O)CC(CN2CCCCC2)N2CCCCC2)cc1 (stereo not given)	3	-1	-1	3	-21	-9	-4	-4	-2
COc1ccc(Br)cc1CN(C)C(C)C(=O)Nc1cccc(C(C)=O)c1 (stereo not given)	-1	0	-4	-1	-4	0	-18	-4	8

(more compounds)
SMILES	14-3-3 Bad PPI	Runt-CBFb FRET	Runt-SMMHC FRET	FXIIa inh	Hck-Nef inh	Thrombin inh	KLK5 inh	FXIa inh	Wee1 stabilizer
O=C(Nc1ncc2c(n1)-c1ccccc1OC2)c1ccc(Cl)cc1Cl	-2	-2	7	11	0	2	-9	2	1
CCc1cc2c(cc(C(=O)O)n2C)s1	5[fluorescence artefact?]	1	1	16	3	0	3	6	-1
CC(C)n1c(SCC(=O)Nc2ccc3c(c2)OCO3)nc2c1c(=O)n(C)c(=O)n2C	-5[fluorescence artefact?]	0	0	1	2	1	-6	-3	-1
CC1CCN(C(=O)CSc2nnc(Cc3cc(=O)[nH]c(=O)[nH]3)n2-c2ccc(Cl)cc2)CC1	3	-6	-19	22	19	0	-8	19	-1
CN1/C(=C\C=O)C(C)(C)c2ccccc21	-1	-1	-2	11	20	-4	2	0	-3
CC(C)C(=O)Nc1ccc(C(=O)NC2CCSC2=O)cc1 (stereo not given)	.	3	1	-4	0	-5	0	-6	4
COc1ccc(C(=O)NCCCOc2cccc(NC(C)=O)c2)cc1	-7	-1	0	4	3	-2	-6	-4	2
S=C(N/N=C/c1ccc(Cl)cc1)N1CCOCC1	-17	5	4	15	4	-4	-84	7	3
C=CCn1c(SCC(=O)NC2CCCCC2)nc2ccccc2c1=O	1	-3	0	7	-1	-3	-3	-2	2
Cc1ccc(C(=O)O)cc1NC(=O)c1cccs1	1	-3	-7	2	11	-4	-3	-7	1
O=c1nc2n(c3cc(Cl)c(S(=O)(=O)N4CCOCC4)cc13)CCCCC2	9	0	2	7	-1	-7	-4	-4	1
COC(=O)c1c(NC(=O)CN2CCC3(O)CCCCC3C2c2cc(OC)ccc2OC)sc(C)c1C (stereo not given)	-9	-1	6	13	2	-4	-15	0	7
O=C(CN1C(=O)c2ccccc2S1(=O)=O)Nc1ccccc1C(=O)NCc1ccco1	11	-4	2	0	-2	1	2	-7	1
Cn1cc(CC(=O)N2CCN(c3ccc(Cl)cc3)CC2)c2ccccc21	-15	-2	0	5	11	-7	-8	-7	4
CCn1c(=O)n(CC)c2cc(S(N)(=O)=O)c(C)cc21	1	1	0	12	8	3	7	-4	2
CC(C)(C)n1cnc2cc(NS(=O)(=O)c3ccccc3)ccc21	-4[fluorescence artefact?]	0	-1	12	1	4	-3	9	2
Cc1c(C)c(C)c2[nH]c(=S)[nH]c2c1C	0	4	2	7	21	-1	3	1	-4
C=C(C)C1CC=C(C)/C(=N/NC(=O)COc2ccc(Cl)cc2)C1 (stereo not given)	2[fluorescence artefact?]	-2	2	9	6	1	-6	6	0
O=C(NNC(=O)c1cccc([N+](=O)[O-])c1)c1ccncc1	5	1	1	10	12	-3	8	2	4
CN1C(=O)CSc2ccc(C(=O)O)cc21	1	2	-2	13	20	-2	-1	3	2
COc1ccc(OC)c(-n2c(SCC(=O)N3CCc4ccccc43)nc3c(c2=O)SCC3)c1	4	-5	4	15	-5	-4	0	-8	4
OC(c1ccccn1)(c1ccccn1)c1ccccn1	4[fluorescence artefact?]	-1	0	34	-29	6	-60	21	0
COc1ccc(C(=O)NC(=S)NC(C)C)cc1Br	-14	-2	1	-12	1	-5	6	-14	-1
CN(Cc1ccccc1)C(=O)COC(=O)c1ccc2c(c1)OCO2	11[fluorescence artefact?]	2	4	8	-9	-2	2	-2	0
O=C(COc1ncnc2cc([N+](=O)[O-])ccc12)NCCc1ccc(Cl)cc1	-1	2	3	25	13	26	23	30	-4
COc1ccc(CC(=O)Nc2ccc(S(=O)(=O)NCC3CCCO3)cc2)cc1 (stereo not given)	-1	1	-1	14	0	4	-4	5	5
COc1ccc(Oc2nc(-c3cccnc3)nc3ccccc23)cc1	2	-4	-2	1	14	-3	1	-1	-2
Nc1ccc(C(=O)NCc2ccccc2)cc1	-11	4	-4	-1	3	3	-7	-3	2
CC(=O)Nc1cc(C(=O)N2CCCC2)ccc1Sc1ccc(Cl)cc1	-4	3	1	16	1	2	1	5	0
O=C(CN1C(=O)COc2ccccc21)N(Cc1cccnc1)Cc1cccc(F)c1	11	2	-2	0	3	3	-13	-13	2
Cc1ccc2c(c1)-c1ccccc1S(=O)(=O)N2	.	1	0	.	2	.	.	.	-1
Cc1cccc(-n2nnc3c(=O)n(CC(=O)Nc4cc(C)on4)cnc32)c1	-1	-3	0	4	18	25	1	-3	3
Cc1ccc(C)c(N2CCN(C(=O)c3cc4ccccc4oc3=O)CC2)c1	1	2	2	14	9	-2	-2	7	-1
CCOC(=O)c1c(C)[nH]c(C(=O)COC(=O)CCSc2ccccc2)c1C	-5	-2	-2	5	1	-10	-15	-5	2
O=C(Nc1ccc(-n2nncc2-c2ccco2)cc1)c1cc2ccccc2oc1=O	79*[fluorescence artefact?]	4	-33	13	51*	2	-156	6	0
COC(=O)N(C)c1nc2ccccc2s1	-9	0	0	1	-1	2	-14	-5	2
